Screening data (PubChem BioAssay)
OX1R antag – blocks the human orexin 1 receptor; CHO/OX1R cells, Fluo-8 calcium fluorescence, orexin A; inhibition, % at 5 µM; 330,000 compounds, 0.43% hits;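 active = inhibition above its plate's threshold, mean inhibition of all tested compounds on the plate plus 3 SD, cut at about 37% in these data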;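 also: 0% = orexin A challenge wells and 100% = SB-334867-A antagonist wells; not every result past the cut was called active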
Target sequence (O43613 whole entry, looked up): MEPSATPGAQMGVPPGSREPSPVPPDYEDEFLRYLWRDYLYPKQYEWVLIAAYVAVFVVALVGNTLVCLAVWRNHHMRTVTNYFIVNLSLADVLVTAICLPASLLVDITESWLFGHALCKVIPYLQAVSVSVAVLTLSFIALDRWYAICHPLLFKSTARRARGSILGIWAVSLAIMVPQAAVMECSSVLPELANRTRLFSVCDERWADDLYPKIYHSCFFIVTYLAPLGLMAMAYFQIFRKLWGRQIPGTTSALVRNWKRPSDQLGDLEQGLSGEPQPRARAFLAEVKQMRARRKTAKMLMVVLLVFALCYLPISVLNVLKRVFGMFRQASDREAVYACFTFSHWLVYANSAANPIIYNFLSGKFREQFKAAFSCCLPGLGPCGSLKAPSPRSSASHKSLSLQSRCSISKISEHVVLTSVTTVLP
CHT PAM – allosterically activates the human high affinity choline transporter; Q9GZV3; AID 488977; CHT-expressing cells, membrane potential dye, choline EC20; active compounds read high; LV-AA mutant CHT in HEK293 cells; 310,000 compounds, 0.49% hits; B-score at 10 µM;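 active = initial fluorescence not abnormally high and integrated response B-score, plate-corrected, over 3 SD above library mean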
Target sequence (Q9GZV3 whole entry, looked up): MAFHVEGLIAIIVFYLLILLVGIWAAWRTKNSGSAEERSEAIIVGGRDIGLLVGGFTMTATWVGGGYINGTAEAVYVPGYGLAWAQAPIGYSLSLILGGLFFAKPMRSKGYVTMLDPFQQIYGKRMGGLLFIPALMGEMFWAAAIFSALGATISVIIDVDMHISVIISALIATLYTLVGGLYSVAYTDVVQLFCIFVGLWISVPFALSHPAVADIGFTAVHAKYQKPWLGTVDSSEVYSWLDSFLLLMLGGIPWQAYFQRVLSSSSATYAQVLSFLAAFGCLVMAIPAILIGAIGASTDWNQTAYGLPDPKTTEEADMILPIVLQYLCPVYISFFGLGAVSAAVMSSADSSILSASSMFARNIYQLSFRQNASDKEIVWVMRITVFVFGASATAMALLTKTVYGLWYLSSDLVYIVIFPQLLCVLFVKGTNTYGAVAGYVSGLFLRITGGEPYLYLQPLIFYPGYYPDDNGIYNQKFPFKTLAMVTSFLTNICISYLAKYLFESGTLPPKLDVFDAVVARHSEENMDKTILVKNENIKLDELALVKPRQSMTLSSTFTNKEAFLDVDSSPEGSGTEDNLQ
* hit, by the source's call; i = inactive; · = not tested or not shown.

cpd	Compound	OX1R antag	CHT PAM
1	Cc1ccc(NC(=O)NNC(=O)c2sccc2-n2cccc2)cc1	2	i
2	O=C(Nc1ccc(S(=O)(=O)N2CCCC2)cc1)c1cc(F)c(F)cc1Cl	3	i
3	CCN1C(=O)N[C@@H](c2cccs2)C(C(C)=O)=C1C	-2	i
4	Cc1ccccc1N1C(=O)C(Cl)=C(N2CCCCCC2)C1=O	-9	i
5	COc1ccccc1/C=C(\NC(=O)c1ccc(OC)c(OC)c1)C(=O)Nc1ccc([N+](=O)[O-])cc1	-4	i
6	COc1ccc(CCC(=O)NNC(=O)Nc2cccc(Cl)c2)cc1	·	i
7	Cn1nc(-c2ccc(Cl)cc2)nc2c(=O)n(C)c(=O)nc1-2	-16	i
8	COc1ccc(C2NC(C(=O)O)CS2)cc1COCC(F)(F)F (stereo not given)	-14	i
9	Cc1cc2nnc(SCC(=O)NCC3CCCO3)n2c2ccccc12 (stereo not given)	-16	i
10	CCOc1ccccc1OCC(=O)OCC(=O)c1c(C)[nH]c2ccccc12	-12	i
11	COc1ccccc1CNC(=O)c1ccc(NC(=O)CC2SC(N3CCCC3)=NC2=O)cc1 (stereo not given)	-20	·
12	CCC(CC)c1nnc(NC(=O)/C=C/c2ccco2)s1	-15	i
13	C=CCc1cccc2cc(C(=O)O)c(=O)oc12	-5	i
14	Cc1ccc(-n2nc(C)c3onc(C)c3c2=O)cc1	-3	i
15	CCOc1ccc(N(C(C)C(=O)N2CCCCCC2)S(C)(=O)=O)cc1 (stereo not given)	-25	i
16	Cc1cccc(C)c1NC(=O)CSCC(=O)c1ccc(O)c(O)c1	2	i
17	COc1ccc(CCNc2oc(-c3ccccc3OC)nc2C#N)cc1	-14	i
18	CCCNc1nc(C)cc(-c2cc(C(=O)NCc3ccccc3)on2)n1	-27	i
19	O=C(N=Nc1c(O)[nH]c2ccc(Br)cc12)c1ccccc1-n1cccc1	-21	i
20	CCOC(=O)c1c(CSc2ccccc2)n(C)c2ccc(O)cc12	-7	i
21	COc1ccccc1NC(=O)CN(Cc1ccccc1)S(C)(=O)=O	-22	i
22	COc1ccc(S(=O)(=O)N2CCCC(C(=O)Nc3ccc4c(c3)OCCO4)C2)cc1 (stereo not given)	4	i
23	Cc1cc(C)c(OCC(=O)OCC(=O)NCCC2=CCCCC2)c(C)c1	-36	i
24	COCCNC(=O)NC1(C(F)(F)F)Oc2ccc(Cl)cc2O1 (stereo not given)	-5	i
25	COc1ccc(S(=O)(=O)N2CCCC2CNC(=O)C(=O)NCc2ccc(C)cc2)cc1 (stereo not given)	-9	i

One compound at a time, as listed above.
Results for COc1ccc(C2NC(C(=O)O)CS2)cc1COCC(F)(F)F (stereo not given) = OX1R antag = -14; CHT PAM = i
Results for Cn1nc(-c2ccc(Cl)cc2)nc2c(=O)n(C)c(=O)nc1-2 = OX1R antag = -16; CHT PAM = i

The results go on.
cpd	Compound	OX1R antag	CHT PAM
26	CC1(C)CC(=O)C(C=NCCCN2CCOCC2)=C(O)C1	-3	i
27	Cc1c(C(=O)NCCC2=CCCCC2)oc2ccc(S(=O)(=O)N3CCC4(CC3)OCCO4)cc12	0	i
28	O=C(Nc1nc2ccccc2[nH]1)c1ccccc1	-4	i
29	Cc1ccc(C)c(S(=O)(=O)N2CCCCC2CCNC(=O)C(=O)NCc2ccccc2)c1 (stereo not given)	-22	i
30	CC(=O)Oc1ccc(C(=O)Nc2cccc(C(=O)Nc3ccccc3C(=O)O)c2)cc1	·	i
31	O=C(CSCc1ccccc1F)NCc1ccc(F)cc1	-18	i
32	CCCN(CCC)S(=O)(=O)c1ccc(NS(C)(=O)=O)cc1	12	i
33	Cc1ccc(CNc2cnccn2)cc1	-13	i
34	CC(C)Oc1ccc(C(CC(=O)NCc2ccco2)c2ccccc2)cc1 (stereo not given)	-22	i
35	CCN1C(=O)N/C(=C/c2cc(C)n(Cc3ccccc3)c2C)C1=O	-23	i
36	CCOc1ccc(C(C(=O)NCCC(C)C)N(CCO)C(=O)c2snc(C(N)=O)c2N)cc1 (stereo not given)	-16	i
37	COc1ccc(CN2CCNC(=O)C2CC(=O)NC2CCCC2)c(OC)c1 (stereo not given)	-20	i
38	Cc1cccc(S(=O)(=O)Nc2ccc(S(=O)(=O)Nc3nccs3)cc2)c1	-10	·
39	C#CCNC(=O)C1=C[C@H](c2csc3ccccc23)C[C@H](OCCCCO)O1	-13	i
40	CC(C)c1cccc(C(C)C)c1OC(=O)[C@H]1OC(c2ccc(Br)cc2)=C[C@@H]1c1ccc(Br)cc1	-6	·
41	Cc1cc(C)c(S(=O)(=O)NCc2cn3c(C)csc3n2)c(C)c1	2	i
42	CC(=O)Nc1ccc(S(=O)(=O)N2CCN(Cc3cccs3)CC2)cc1	-3	i
43	Cc1cc(-c2ccc(S(=O)(=O)N3CCN(c4cccc(C)c4C)CC3)s2)on1	-2	i
44	CC1(C)CC(=O)C(CCCN2C(=O)c3ccccc3C2=O)C(=O)C1	-11	i
45	O=C(N/N=C/c1cc(Cl)ccc1O)c1ccc(Br)cc1	-2	i
46	O=C(NCc1cccnc1)C1CC(=O)N(c2ccc(F)cc2)C1 (stereo not given)	-14	i
47	O=C(CSc1nnc(-c2ccccc2)c2ccccc12)NCC1CCCO1 (stereo not given)	-29	i
48	COc1cc(F)ccc1S(=O)(=O)n1c(C)nc2ccccc21	-4	i
49	Cc1ccc(C2=NO[C@@](CC(=O)O)(C(=O)Nc3ccc4c(c3)OCCO4)C2)cc1	·	i
50	CCc1ccccc1OCC(=O)Nc1cccc(S(=O)(=O)NC2=NCCCCC2)c1	-24	·

Three compounds out of the list above, ordered by the number in OX1R antag, largest number first.
# | SMILES | OX1R antag
27 | Cc1c(C(=O)NCCC2=CCCCC2)oc2ccc(S(=O)(=O)N3CCC4(CC3)OCCO4)cc12 | 0
46 | O=C(NCc1cccnc1)C1CC(=O)N(c2ccc(F)cc2)C1 (stereo not given) | -14
34 | CC(C)Oc1ccc(C(CC(=O)NCc2ccco2)c2ccccc2)cc1 (stereo not given) | -22

Further records follow.
cpd	Compound	OX1R antag	CHT PAM
51	CS(=O)(=O)N1c2cccc3cccc(c23)S1(=O)=O	5	i
52	CC(=O)NC(C)c1nc2ccccc2n1C(C)C (stereo not given)	-11	i
53	Cc1ccc(S(=O)(=O)NCCC(=O)NC2CCCCC2)cc1	-7	·
54	O=C(O)c1ccccc1C(=O)NNc1ccc(Cl)cc1	-18	i
55	Cc1ccc(NC(=O)CC(O)(C(F)(F)F)C(F)(F)F)cc1	-2	i
56	COc1ccc(C2=CC(=O)OC3(CCCC3)O2)cc1	-18	i
57	COc1ccccc1/C=N/NS(=O)(=O)c1ccccc1	-25	i
58	Cc1ccc2c(C(=O)CN3CCC4(CC3)OCCO4)c(C)[nH]c2c1	-38	i
59	COc1ccc2nc3oc(C(=O)N4CCN(c5cccc(Cl)c5)CC4)cc3cc2c1	-14	i
60	CCN(CCn1cccn1)C(=O)CC1C(=O)NCCN1CC1CCCCC1 (stereo not given)	-17	i
61	CC(C)C(=O)NC(=O)COC(=O)/C=C/c1cccs1	-4	i
62	CCOC(=O)C1=CN(Cc2cccc(F)c2)S(=O)(=O)N(CC)C1c1ccccc1 (stereo not given)	-14	·
63	COC(=O)c1c[nH]n2c(=O)cc(C)nc12	-22	i
64	CCOC(=O)C1=C(N)N2C(=O)C(C)SC2=C(C(=O)OC)C1c1ccccc1OC (stereo not given)	-1	i
65	CC(=O)Nc1ccc2c(c1)N(S(=O)(=O)c1cccs1)CCC2	-14	i
66	CCN(CC)S(=O)(=O)c1ccc(Cl)c(NC(=O)CSc2nnc(-c3cccs3)o2)c1	-28	i
67	COC(=O)/C(=C\c1cc(OC)c(OC)c(OC)c1)c1nc2ccccc2[nH]1	-30	i
68	O=[N+]([O-])c1cc(C(F)(F)F)cc([N+](=O)[O-])c1NCCN1CCNCC1	-20	i
69	COc1ccc(OCC(=O)NNC(=O)CCc2ccccc2)cc1	-25	i
70	CCCCOc1ccc(C(=O)NN2C(=O)NC3(CCCCC3)C2=O)cc1OC	-29	i
71	Cc1ccc(C(=O)N/C(=C\c2ccc([N+](=O)[O-])cc2)C(=O)NCCc2ccccc2)cc1	1	i
72	CC(=O)C[C@H](O)CC(=O)[C@H]1OC(=O)[C@H](C)C/C=C\Cc2ccccc21	-20	·
73	COc1ccc(C2/C(=C(/O)c3ccccc3)C(=O)C(=O)N2CCO)cc1 (stereo not given)	1	i
74	O=C(NCc1ccccn1)[C@H]1C[C@@H]1[C@H](NP(=O)(c1ccccc1)c1ccccc1)c1ccccc1	-18	i
75	CC(=O)Nc1ccccc1C(=O)N1CCN(Cc2ccc3c(c2)OCO3)CC1	-4	i

Entries listed so far that have a nitro group on carbon:
cpd	Compound	OX1R antag	CHT PAM
5	COc1ccccc1/C=C(\NC(=O)c1ccc(OC)c(OC)c1)C(=O)Nc1ccc([N+](=O)[O-])cc1	-4	i
68	O=[N+]([O-])c1cc(C(F)(F)F)cc([N+](=O)[O-])c1NCCN1CCNCC1	-20	i
71	Cc1ccc(C(=O)N/C(=C\c2ccc([N+](=O)[O-])cc2)C(=O)NCCc2ccccc2)cc1	1	i

Later entries.
cpd	Compound	OX1R antag	CHT PAM
76	Cc1cc2nc3c(nc2cc1C)CCCC3	6	i
77	CCOc1ccc(NC(=O)c2ccc(N3CC4CC(C3)c3cccc(=O)n3C4)c(NC(=O)c3ccncc3)c2)cc1 (stereo not given)	1	i
78	COc1ccc(/C=N/NC(=O)c2ccc(CSc3nc(C)cc(C)n3)cc2)cc1O	-28	i
79	O=C(NNC(=O)c1ccc(Cl)c(S(=O)(=O)Nc2ccc(Cl)cc2)c1)c1ccc(=O)[nH]c1	6	i
80	O=C(O)C1=C[C@@H](c2ccc3c(c2)OCO3)C[C@@H](OCc2ccc(CO)cc2)O1	-11	i
81	CN(c1ccccc1)S(=O)(=O)c1ccc(NC(=O)c2ccco2)cc1	-2	i
82	CCCOc1ccc(N2C(=O)CC(N(CCc3ccc(OC)c(OC)c3)C(=O)c3ccccc3)C2=O)cc1 (stereo not given)	-37	i
83	COc1cc(Cl)cc(/C=N/NC(N)=O)c1O	-5	i
84	Cc1ccc(S(=O)(=O)Nc2c(C(=O)O)[nH]c3ccccc23)c(C)c1	-9	i
85	COc1ccccc1-n1c(-c2ccccc2)n[nH]c1=S	-6	i
86	CN(C)C(=O)N1CCCC(C(=O)NCCc2ccccc2)C1 (stereo not given)	4	i
87	CCOc1ccc(/C=N/NC(=O)c2ccc(O)cc2)cc1CN1CC2CC(C1)c1cccc(=O)n1C2 (stereo not given)	-31	·
88	O=C(Nc1ccncc1)c1ccccc1F	-1	i
89	Clc1ccc(CSc2nc3ccncc3[nH]2)cc1	-19	i
90	CCOC(=O)c1nn(-c2ccccc2)c(C#N)c1NC(=O)c1nn(CC)cc1Br	-25	i
91	O=C(NCCc1c[nH]c2ccccc12)/C(=C/c1cccnc1)NC(=O)c1ccccc1	-6	i
92	O=C1CCc2cc(S(=O)(=O)NC(Cc3ccccc3)C(=O)N3CCN(c4ccccn4)CC3)ccc2N1 (stereo not given)	-24	i
93	O=C(Cn1cnc2c(nnn2-c2cccc(Cl)c2)c1=O)NCc1ccccc1	-24	i
94	Cc1cccc(N(Cc2cc3ccc(C)cc3[nH]c2=O)C(=O)c2ccco2)c1	-30	i
95	CSCCCNC(=O)c1ccccc1OC1CCN(S(C)(=O)=O)CC1	-29	i
96	COCCN(C(=O)C1=COCCO1)c1c(N)n(Cc2ccccc2)c(=O)[nH]c1=O	-1	i
97	COc1ccc(NC(=S)N2CCc3ccccc3C2)cc1	-4	i
98	CN1CCN(Cc2ccc(Sc3ccc(Cl)cc3)c([N+](=O)[O-])c2)CC1	-17	i
99	c1ccn2c(SCc3ccc4c(c3)OCO4)nnc2c1	-17	i
100	Cc1nn(-c2ccccc2)c2c1C1(C(=O)N(C(C)C)c3ccccc31)C(C#N)=C(N)O2 (stereo not given)	-5	i
101	CC(=O)N1CCc2cc(S(=O)(=O)NCCC(=O)NC3CCN(Cc4ccccc4)CC3)ccc21	8	i
102	COc1ccc(S(=O)(=O)N(CC(=O)NCc2ccco2)c2ccccc2)cc1	-34	i
103	Cc1ccc(-n2nnnc2SCC(=O)c2c(N)n(C3CC3)c(=O)[nH]c2=O)cc1C	1	·
104	CCOc1ccc(-c2csc(NC(=O)CSC3=NC(=O)CN3C(C)=O)n2)c2ccccc12	-2	i
105	O=C(NCc1ccc2c(c1)OCO2)c1ccc(S(=O)(=O)NCC2CCCO2)cc1 (stereo not given)	-2	i
106	COc1cc2c(cc1OC)C(C(=O)N1CCN(c3ccccn3)CC1)C(c1cccs1)N(C)C2=O (stereo not given)	-12	i
107	CCOC(=O)C1=CC[C@@H](c2ccco2)N(S(=O)(=O)c2ccc(C)cc2)[C@H]1C(=O)OCC	-23	·
108	CCc1ccccc1Nc1nc(N)nc(COC(=O)CCS(=O)(=O)c2ccccc2)n1	-5	i
109	O=C(COC(=O)COc1cccc(C(F)(F)F)c1)NC1CCCC1	2	i
110	O=C(Nc1cccc(O)c1)c1cc(-c2cccs2)on1	-15	i
111	Nc1nc(Cn2nnc(-c3ccccc3Cl)n2)nc(N2CCOCC2)n1	-21	i
112	Cc1cccc(S(=O)(=O)Nc2ccc(-c3cn4ccccc4n3)cc2)c1	-14	i
113	CNc1nc(Cl)c(SC)c(N2CCOCC2)n1	-12	i
114	Cc1cccc(C)c1NC(=O)CN1CCN(C(=O)CNC(=O)c2ccc(N3CCCC3=O)cc2)CC1	2	·
115	COc1ccc2c(c1)CCc1sc(NC(=O)c3ccc(C)cc3)nc1-2	-24	i
116	CC(C(N)=O)N1C(=O)c2cccc3cccc1c23 (stereo not given)	-6	i
117	Cc1cc(C)n2nc(SCC(=O)Nc3c(C)nn(-c4ccccc4)c3C)nc2n1	-19	i
118	C=C(C)COc1ccc2c(CC)cc(=O)oc2c1C	-25	i
119	N#CCSC1=Nc2ccccc2C2=NC(CCC(=O)N3CCN(c4ccccc4)CC3)C(=O)N12 (stereo not given)	-37	i
